CHO-K1 Ca antag = nonselective inhibitor or artifact in parental CHO-K1 cells; ATP-induced calcium, Fluo-8 fluorescence; inhibition, % at 3 µM; hit rate 0.6% among 360,000; AID 602250;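 active = inhibition above a per-plate cutoff, the plate's mean sample inhibition plus 3 SD, cut at about 24% in these data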;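 note: 0% = DMSO plus EC80 ATP and 100% = DMSO alone without ATP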
M4 PAM = potentiates acetylcholine response at human M4 receptor | P08173 | CHO-K1 hM4/Gqi5, Fluo-8 calcium fluorescence, ACh EC20; 0% = ACh EC20, 100% = maximal ACh | activation, % at 3 µM | hit rate 0.4% among 360,000 | AID 624126;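 active = activation above its plate's cutoff, the mean activation of sample wells plus 3 SD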; note: some results filed as inactive read as strong as hits
Target sequence (P08173 whole entry, looked up): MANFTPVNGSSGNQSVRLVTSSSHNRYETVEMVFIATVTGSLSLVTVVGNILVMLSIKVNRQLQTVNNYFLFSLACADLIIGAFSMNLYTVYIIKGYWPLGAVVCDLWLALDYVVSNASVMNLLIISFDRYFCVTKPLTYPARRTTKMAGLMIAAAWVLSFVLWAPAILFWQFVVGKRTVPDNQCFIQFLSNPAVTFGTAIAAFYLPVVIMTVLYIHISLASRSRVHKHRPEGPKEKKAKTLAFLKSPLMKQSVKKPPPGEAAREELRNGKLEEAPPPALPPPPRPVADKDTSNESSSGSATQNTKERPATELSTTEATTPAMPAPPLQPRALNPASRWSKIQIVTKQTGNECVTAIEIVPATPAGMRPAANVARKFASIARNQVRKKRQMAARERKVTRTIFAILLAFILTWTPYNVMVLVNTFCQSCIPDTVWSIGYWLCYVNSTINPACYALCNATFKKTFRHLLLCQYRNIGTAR
CHRM5 agonist = CHRM5 agonism in calcium assay; CHO-K1 hM5 cells, Fluo-8 calcium fluorescence; 0% DMSO wells, 100% maximal acetylcholine response; hit rate 0.19% among 360,000; P08912; activation, % at 3 µM;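 active = activation above the run's mean over test compounds plus 3 SD, cut at about 23% in these data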;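 note: signal is peak over basal fluorescence ratio across the kinetic read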
Target sequence (P08912 whole entry, looked up): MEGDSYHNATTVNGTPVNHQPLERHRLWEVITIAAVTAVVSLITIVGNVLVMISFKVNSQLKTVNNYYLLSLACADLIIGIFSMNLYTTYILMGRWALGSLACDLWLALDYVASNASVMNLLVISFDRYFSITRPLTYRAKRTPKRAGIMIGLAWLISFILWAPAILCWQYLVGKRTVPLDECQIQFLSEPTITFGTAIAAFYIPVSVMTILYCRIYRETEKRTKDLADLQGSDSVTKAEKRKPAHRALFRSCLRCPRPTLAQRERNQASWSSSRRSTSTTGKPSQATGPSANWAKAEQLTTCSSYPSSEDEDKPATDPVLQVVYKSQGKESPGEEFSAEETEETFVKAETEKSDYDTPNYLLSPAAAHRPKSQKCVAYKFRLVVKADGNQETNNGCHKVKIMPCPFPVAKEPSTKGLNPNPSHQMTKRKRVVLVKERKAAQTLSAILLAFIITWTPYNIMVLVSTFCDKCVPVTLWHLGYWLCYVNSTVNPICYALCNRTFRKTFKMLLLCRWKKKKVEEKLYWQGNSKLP
M1 ag parental = M1 agonist counterscreen hit in parental CHO-K1 cells. Fluo-8 calcium fluorescence; scaled to maximal ATP response, vehicle zero. hit rate 0.48% among 360,000. activation, % at 3 µM; in the data active = activation above about 15%;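 note: untransfected CHO-K1 host cells lacking M1 receptor as counterscreen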
CHRM4 antagonist = blocks acetylcholine activation of human M4 receptor; P08173; CHO-hM4 cells, ACh EC80, Fluo-8 calcium fluorescence; inhibition, % at 3 µM; hit rate 0.73% among 360,000;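 active = inhibition above its plate's cutoff, the mean inhibition of sample wells plus 3 SD, cut at about 27% in these data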;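 note: 0% = acetylcholine EC80 with DMSO and 100% = DMSO without agonist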
M5 antag = blocks acetylcholine activation of human M5 receptor; P08912; CHO-hM5 cells, Fluo-8 calcium fluorescence, ACh EC80; inhibition, % at 3 µM; hit rate 0.59% among 360,000; AID 624040;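 active = inhibition above a per-plate cutoff, the mean of that plate's test compounds plus 3 SD, cut at about 27% in these data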;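 note: 0% = acetylcholine EC80 with DMSO and 100% = DMSO without agonist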
M1 PAM parental = M1 PAM counterscreen hit in parental CHO-K1 cells; ATP EC20, Fluo-8 calcium fluorescence; 0% at ATP EC20, 100% at ATP max; activation, % at 3 µM; hit rate 0.02% among 360,000;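 active = activation above the run cutoff, the mean activation of all test compounds plus 3 SD, cut at about 40% in these data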;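 note: peak over basal fluorescence ratio in a 140 s read after ATP addition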
CHRM5 PAM = CHRM5 positive allosteric modulation | CHO-K1 hM5, Fluo-8 calcium, ACh EC20 PAM; 0% = ACh EC20, 100% = ACh EC100 | hit rate 0.3% among 360,000 | activation, % at 3 µM;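 active = activation above the run cutoff, the mean activation of all test compounds plus 3 SD, cut at about 18% in these data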
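Assay system: CHO-K1 hM5 cells. Also added: acetylcholine at EC20 concentration, added after compound. Dosing: 3 µM, single dose. Times: compound preincubation 140 s before EC20 acetylcholine addition. Signal: Fluo-8 calcium fluorescence. Measure: % activation relative to EC20 and EC100 ACh responses. Repeats: singlicate, one well per test compound.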
CHRM4 agonist = CHRM4 agonism in calcium assay; CHO-K1 hM4/Gqi5, Fluo-8 calcium fluorescence; vehicle 0%, full acetylcholine response 100%; P08173; activation, % at 3 µM; hit rate 0.14% among 360,000;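 active = activation above the run mean over all test wells plus 3 SD, cut at about 32% in these data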;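 note: peak over basal fluorescence ratio per well then scaled between controls; 0% = DMSO wells and 100% = acetylcholine at EC100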
* hit, by the source's call.

SMILES | CHO-K1 Ca antag | M4 PAM | CHRM5 agonist | M1 ag parental | CHRM4 antagonist | M5 antag | M1 PAM parental | CHRM5 PAM | CHRM4 agonist
CN(CCC1CCOCC1)Cc1nc(Cc2ccccc2F)no1 | 9.6 | -5.6 | -1.4 | 0.9 | 6.0 | -5.0 | -8.4 | -4.0 | 1.5
CC(NC(=O)Cc1ccc(S(=O)(=O)N2CCOCC2)s1)c1ccc(Br)cc1 (stereo unspecified) | -0.5 | -0.2 | 8.2 | 4.3 | 3.5 | 4.7 | -11.1 | -1.0 | 11.2
COc1cccc(CNC(=O)C2CCCN(S(=O)(=O)c3c(C)n[nH]c3C)C2)c1 (stereo unspecified) | 7.2 | 0.3 | -3.4 | -0.3 | 3.2 | 6.7 | -4.5 | 2.0 | 0.5
CCOc1ccc(N2C(=O)CC(n3ccc(C)n3)C2=O)cc1 (stereo unspecified) | -8.1 | 12.1 | 0.1 | -0.3 | -5.8 | -2.2 | 12.5 | -2.6 | 0.9
Cc1ccc2[nH]c(CN3CCN(C)C(CCO)C3)c(C)c2c1 (stereo unspecified) | -3.1 | 2.5 | -3.8 | 0.1 | 3.8 | 0.9 | -5.0 | 0.8 | 1.7
O=C(N/N=C/c1ccccn1)c1ccc(NC(=O)c2ccc(F)cc2)cc1 | 9.2 | -7.0 | 0.8 | 1.9 | -19.7 | -1.3 | 9.3 | 13.5 | 8.1
Cc1cc(=O)[nH]c(N/N=C/c2c(C)nn(-c3ccccc3)c2C)n1 | -10.0 | 1.7 | 0.7 | -0.2 | -8.9 | 11.2 | 13.0 | 2.7 | 1.9
O=C(/C=C/c1cn(-c2ccccc2)nc1-c1cccnc1)N1CCCC1 | -13.6 | 14.3 | 0.9 | -0.1 | -14.8 | -2.3 | 20.1 | 5.1 | 0.0
CC(C)N1CCC(C)(C(=O)Nc2cc(-c3ccccc3)nn2C)C1 (stereo unspecified) | -5.0 | -0.1 | -1.1 | 0.4 | -10.8 | -5.6 | 7.6 | 3.6 | 1.0
Oc1ccc2ccccc2c1C=Nc1ccccc1 | -4.6 | 0.6 | -0.6 | 0.2 | 2.4 | 9.4 | -10.4 | 0.9 | 1.9
O=C(OCc1nc2ccccc2s1)C1CCN(C2=NS(=O)(=O)c3ccccc32)CC1 | 11.2 | -15.6 | 5.9 | 7.6 | 20.5 | 13.9 | 12.8 | -13.4 | 13.8
CC1CCCC(NC(=O)CCn2c(=O)oc3ccccc32)C1C (stereo unspecified) | -4.5 | 1.6 | -6.0 | 0.3 | -16.9 | -8.0 | 14.8 | 1.1 | 0.4
Cc1occc1C(=O)NNC(=O)Nc1ccc([N+](=O)[O-])cc1 | -12.2 | -3.2 | -3.0 | 0.1 | -6.1 | -0.1 | -1.3 | -11.2 | 1.5
Cc1[nH]n(-c2cccc3ccccc23)c(=O)c1/C=N/c1sc2c(c1C#N)CCC2 | 7.6 | -1.9 | -2.2 | -0.1 | -0.6 | -1.5 | -5.5 | -4.6 | 0.3
CC(C)c1ccc(N(C(=O)c2ccc3c(c2)OCO3)C2C=CS(=O)(=O)C2)cc1 (stereo unspecified) | -14.5 | -1.3 | -2.6 | 0.3 | -8.7 | 9.8 | 18.9 | -1.8 | 0.2
CC1CCN(S(=O)(=O)c2csc(C(=O)Nc3ccccc3)c2)CC1 | -23.7 | -6.2 | -1.1 | 7.2 | -1.7 | 2.4 | 8.7 | -15.5 | 13.8
COc1ccc(-c2ccc(OC)c([C@H]3[C@@H]4C=CCC[C@@]4(C)C(=O)N3Cc3ccccc3)c2)cc1OC | -22.4 | -10.3 | 1.3 | 0.3 | 3.1 | -4.1 | 22.1 | -0.6 | -1.8
Cc1ccc(S(=O)(=O)N(C)C)cc1NC(=O)COC(=O)/C=C/c1cccs1 | 0.0 | 0.0 | -3.1 | 1.9 | 3.3 | 9.8 | 9.1 | 1.5 | 2.8
Brc1ccc(C2=Nn3c(nnc3-c3cccnc3)SC2)s1 | -13.7 | 6.7 | -3.4 | 0.2 | -6.1 | -8.9 | 21.7 | 6.1 | 0.6
C(=C\c1ccccc1)/CN1CCN(Cc2nc(Cc3ccccc3)no2)CC1 | 6.1 | -18.2 | -9.8 | 0.2 | 8.8 | 5.2 | 15.6 | -16.9 | 1.7
Cn1c(=O)oc2cc(S(=O)(=O)CCC(=O)Nc3ccccc3)ccc21 | -12.1 | 2.7 | -2.0 | 2.0 | -5.5 | -4.3 | 16.1 | 1.5 | 1.6
Cc1ccccc1NS(=O)(=O)c1nnc(NC(=O)c2ccc(Cl)cc2)s1 | -0.7 | -2.4 | 1.1 | 0.7 | -6.6 | 0.2 | 19.2 | -1.4 | 0.8
C=CC[N+](C)(C)C/C(Cl)=C(\Cl)c1ccccc1 | -11.2 | -5.9 | -10.2 | 3.4 | 1.9 | 8.4 | 2.0 | -5.3 | -0.2
COCCCNC(=S)N/N=C/c1cccc(OC)c1O | -3.5 | -4.6 | 8.9 | 0.1 | 0.9 | -11.3 | 0.1 | 14.1 | 0.7

As entered above:
M4 PAM result of CC(C)c1ccc(N(C(=O)c2ccc3c(c2)OCO3)C2C=CS(=O)(=O)C2)cc1 (stereo unspecified) stands at -1.3
CHO-K1 Ca antag result of CC1CCN(S(=O)(=O)c2csc(C(=O)Nc3ccccc3)c2)CC1 stands at -23.7

Carrying on:
SMILES | CHO-K1 Ca antag | M4 PAM | CHRM5 agonist | M1 ag parental | CHRM4 antagonist | M5 antag | M1 PAM parental | CHRM5 PAM | CHRM4 agonist
CCOC(=O)C(C(=O)OCC)c1c([N+](=O)[O-])c(=O)n2c3c(cccc13)CCC2 | -8.9 | -0.8 | -7.4 | 1.2 | 6.0 | 0.4 | 17.4 | -3.4 | 0.5
CC(=O)Nc1ccc(SCC(=O)OCC(=O)NC(=O)NCc2ccco2)cc1 | 0.5 | -12.2 | 1.2 | 0.2 | 15.9 | 8.9 | -0.8 | -5.3 | 1.0
O=C(NNC(=O)c1cc(-c2ccco2)nc2ccccc12)c1ccccc1 | -8.7 | -8.3 | 1.7 | 5.8 | 11.6 | 10.5 | 11.4 | -10.6 | 11.1
CC(=O)Oc1cc(C(C)C)c(OCCN(C)C)cc1C | -2.3 | 1.0 | -0.9 | 0.2 | -5.2 | -5.1 | 11.2 | 7.2 | 0.6
O=C(NCc1ccco1)C(=O)NCC1OCCN1S(=O)(=O)c1cc(F)ccc1F (stereo unspecified) | -10.7 | -2.3 | 0.5 | 0.7 | -1.3 | 7.8 | -0.4 | 3.6 | 0.6
CC(C)c1ccc(C(CC(=O)c2ccc(Cl)cc2)C(=O)O)cc1 (stereo unspecified) | -8.9 | 7.7 | -6.6 | 0.6 | 0.9 | -0.1 | 15.2 | 4.2 | 0.7
Cc1ccc(C)c(N2CCN(C(=O)Nc3ccc4c(c3)N(C)C(=O)CS4)CC2)c1 | 10.0 | -3.4 | -0.5 | 8.8 | 11.4 | 23.9 | 5.9 | -15.2 | 11.0
Cc1nn(C(C)(C)C)c(OC(=O)C2CCCC2)c1S(=O)(=O)c1ccccc1 | -13.6 | -7.7 | -4.4 | 0.5 | -0.1 | -7.6 | 13.2 | -2.7 | 0.2
Cn1cc(CNCc2cn(C)nc2-c2ccc(C3CCCCC3)cc2)cn1 | -9.9 | 3.6 | 3.7 | 1.3 | -4.2 | 7.8 | 10.7 | 4.6 | 7.2
CCNc1nnc(SCC(=O)N2c3ccccc3NC(=O)CC2C)s1 (stereo unspecified) | -13.6 | 10.8 | 1.2 | -0.4 | -11.2 | 4.6 | 8.2 | 0.1 | 1.1
CCOc1ccccc1OCC(=O)NN1Cc2ccccc2C1=N | -5.7 | -1.4 | -3.0 | -0.1 | 4.3 | 7.8 | 13.0 | 0.3 | -0.1
Cc1cccc(NC(=O)NCC(c2ccco2)N2CCCCC2)c1 (stereo unspecified) | -17.6 | -8.8 | -8.6 | 1.3 | 9.2 | 2.5 | 13.8 | 1.4 | 0.2
Cc1ccccc1-n1c(SCc2cc(=O)n3ccccc3n2)nc2[nH]ncc2c1=O | -4.5 | 9.7 | 1.6 | 0.6 | 4.0 | -3.3 | 10.7 | -0.3 | -1.5
COc1ccc(-c2nsc3c(N4CCN(C(=O)c5ccco5)CC4)ncnc23)cc1 | -14.5 | -0.6 | -3.7 | 1.5 | 3.4 | -3.3 | 23.0 | 4.1 | 3.3
COc1ccc(-c2nc3c4ccccc4ccn3c2Cc2ccsc2)cc1OC | 23.7* | -12.8 | -6.7 | 0.2 | 12.8 | -5.4 | -11.0 | -17.6 | 4.3
CC(C)c1nnc(SCC(=O)NCc2ccco2)n1C | 30.1* | -0.2 | 0.0 | -0.2 | 2.0 | 7.2 | -9.2 | -12.7 | 0.0
COC(=O)c1sc(NC(=O)CSc2nnnn2C)nc1C | -18.3 | -3.8 | -1.1 | 1.0 | 3.0 | -15.5 | 19.2 | 9.2 | 2.5
N#Cc1ccsc1NC(=O)COc1ccc(-c2nnco2)cc1 | -9.3 | 0.9 | 1.4 | 0.7 | -3.3 | -0.1 | 15.9 | -3.7 | 1.7
COc1ccc(/C=N/Nc2nonc2N)cc1 | -18.9 | 0.7 | 0.0 | -0.3 | 8.2 | 1.0 | 4.7 | -2.9 | 1.0
O=C(CCC1CCCC1)NCCCNC(=O)CCC1CCCC1 | -13.3 | 12.8 | -4.0 | -0.1 | -1.7 | 1.9 | 20.8 | 1.9 | 1.9
COc1ccc(OCC(=O)Nc2ccccc2N2CCCCC2)cc1 | 18.2 | -7.3 | -1.7 | -0.7 | 9.0 | -3.2 | -28.7 | 0.7 | -0.4
O=C(c1ccc(-c2ccccc2)cc1)C1CCCN(Cc2ccncc2)C1 (stereo unspecified) | 1.3 | -11.9 | -2.0 | 7.5 | 5.4 | 3.4 | 15.2 | -7.4 | 8.5
Cc1cccc(NC(=S)N=Nc2c(O)n(C)c3ccc(S(=O)(=O)N4CCOCC4)cc23)c1 | -7.5 | 3.7 | -0.4 | -0.2 | -0.4 | 2.3 | 17.1 | -2.5 | 1.1
CCCCn1c(N)c(N(CCOC)C(=O)c2cc(S(=O)(=O)N3CCCCC3)ccc2Cl)c(=O)[nH]c1=O | 4.8 | 3.6 | -3.2 | 0.1 | 2.0 | -6.7 | -11.7 | 2.5 | 1.9
Cn1nc([N+](=O)[O-])nc1N1CCN(c2ccc(F)cc2)CC1 | -18.1 | 5.2 | -1.0 | 0.3 | 4.2 | 8.2 | 10.9 | -8.1 | 0.9
COC(=O)C1C(O)=C(C(C)=N)C(=O)CC1(C)C (stereo unspecified) | -10.5 | -4.3 | 1.1 | 0.4 | 5.3 | -3.1 | 13.7 | -1.6 | -0.2
Cc1cc(C)cc(OCC(=O)OCC(=O)NC2CC2)c1 | -12.2 | 4.6 | 3.5 | 1.2 | -4.0 | -2.5 | 7.5 | 10.0 | 0.6

Reprinted at random: two entries already listed
SMILES | CHO-K1 Ca antag | M4 PAM | CHRM5 agonist | M1 ag parental | CHRM4 antagonist | M5 antag | M1 PAM parental | CHRM5 PAM | CHRM4 agonist
N#Cc1ccsc1NC(=O)COc1ccc(-c2nnco2)cc1 | -9.3 | 0.9 | 1.4 | 0.7 | -3.3 | -0.1 | 15.9 | -3.7 | 1.7
Cc1ccccc1-n1c(SCc2cc(=O)n3ccccc3n2)nc2[nH]ncc2c1=O | -4.5 | 9.7 | 1.6 | 0.6 | 4.0 | -3.3 | 10.7 | -0.3 | -1.5

Assay outcomes from PubChem.
